# TRHR PAM = allosteric enhancers of human TRH receptor | P34981 | TRHR cells, fluo-8 calcium fluorescence, EC20 TRH enhancement | enhancement, % at 2 µM | hit rate 0.66% among 360,000; in the data active means enhancement above about 30%; further: 0% is about no effect
#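 Enhancer read-out: after compound pinning and an initial kinetic agonist-mode read, an EC20 of TRH (10 nM final) was injected and fluo-8 calcium signal (Ex 480/Em 530) followed at 1 s/cycle for 100 cycles in TRHR-expressing cells.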
# USP1-UAF1 inh = USP1/UAF1 (human) deubiquitinase inhibition; O94782; recombinant USP1/UAF1, Ub-Rhodamine cleavage fluorescence; Potency, µM (highest dose often 57.1 µM), for the others: at the highest dose activity change, negative = inhibition, hits mostly inhibitors; hit rate 0.23% among 390,000; AID 743255; further: potency means the concentration at half of the fitted maximal effect; on the % scale 0 is the no-effect control and ±100 the full control effect; nearly all actives have a fitted effect of over 60% in size; inactives centre near -12
#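 In this screen, compounds sit with the deubiquitinase complex (1nM) for 15 min at room temperature before Ub-Rho is added at 150nM final. Fluorescence rise is then followed for 6 reads every 60 seconds.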
# D2 antagonist = antagonizes the human D2 dopamine receptor | P14416 | HEK293 TREx D2 cells, calcium flux, dopamine EC80 | inhibition, % at 10 µM | hit rate 2% among 340,000; in the data active means inhibition above about 30%; further: 0% is about no effect
# Target sequence (P14416 whole entry, looked up): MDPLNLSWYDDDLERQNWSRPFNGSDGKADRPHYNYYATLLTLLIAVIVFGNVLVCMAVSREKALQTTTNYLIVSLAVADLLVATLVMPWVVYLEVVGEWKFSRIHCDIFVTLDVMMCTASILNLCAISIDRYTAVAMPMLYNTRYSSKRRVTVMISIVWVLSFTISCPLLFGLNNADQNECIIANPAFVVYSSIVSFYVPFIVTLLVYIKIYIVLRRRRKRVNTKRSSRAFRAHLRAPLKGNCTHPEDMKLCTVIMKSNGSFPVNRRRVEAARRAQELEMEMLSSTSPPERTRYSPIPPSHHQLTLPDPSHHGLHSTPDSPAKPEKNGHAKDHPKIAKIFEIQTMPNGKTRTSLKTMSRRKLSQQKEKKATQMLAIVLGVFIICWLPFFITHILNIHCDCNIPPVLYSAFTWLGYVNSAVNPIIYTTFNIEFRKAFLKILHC
#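 Tetracycline-induced HEK293 T-REx cells expressing D2 force-coupled to calcium signalling were dye-loaded, exposed to compound for 180 s, then challenged with an EC80 of dopamine; calcium flux was followed kinetically for a further 180 s.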
# IDH1 R132H inh = inhibitors of human mutant IDH1 R132H. O75874. IDH1-R132H enzyme, NADPH consumption, diaphorase/resazurin fluorescence. Potency, µM (top dose mostly 76.6 µM), without a hit: at the top dose activity change, negative = inhibition, usual class: inhibitors. hit rate 0.093% among 390,000; further: potency means the concentration at half of the fitted maximal effect; on the % scale 0 is the no-effect control and ±100 the full control effect; nearly all actives have a fitted effect of over 65% in size
#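 IDH1-R132H (0.5 ug/mL) preincubated 30 min with compound, then NADPH (0.016 mM) and alpha-KG (2 mM) added; 80 min at RT, pH 7.5. Remaining NADPH coupled via diaphorase/resazurin to fluorescence (540/590 nm); concentration-response curves normalized to no-enzyme control.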
# TRHR ag = TRH receptor (human) agonism; P34981; TRHR cells, calcium flux fluo-8, FDSS agonist mode; activation, % at 2 µM; hit rate 0.18% among 360,000; AID 493084; in the data active means activation above about 30%; further: 0% is about no effect
#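 TRHR-expressing cells loaded with fluo-8 calcium dye; 23 nL library compound pin-transferred, kinetic FDSS fluorescence (Ex 480/Em 530) recorded about 180 s for agonist-induced calcium release, before a 10 nM TRH EC20 addition for potentiator mode.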
# PI4K2A block = blocks human PI4K2A kinase activity. purified PI4K2A, ADP-Glo luminescence, 1 h; stronger effect = lower value. activity change, negative = inhibition, % at 76.9 µM. hit rate 0.13% among 420,000; in the data active means activity change below about -50%; inconclusive means mostly about -30% to -49%;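 further: -100% = wells without enzyme as full effect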
#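 PI4K2A activity was measured by ADP-Glo luminescence: enzyme (4 ug/mL stock) and phosphatidylinositol (1.2 mM stock) in Tris pH 7.5/MgCl2/EGTA/Triton X-100 buffer were reacted with ATP (300 microM stock) for one hour at ambient temperature.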
# rTrxR1 inhibitor = inhibitors of rat thioredoxin reductase 1 | Potency, µM (highest dose often 114 µM), for the others: at the highest dose activity change, negative = inhibition, hits mostly inhibitors | recombinant rTrxR1, NADPH fluorescence consumption, selenite substrate | AID 588453 | O89049 | hit rate 1% among 390,000; further: potency means the concentration at half of the fitted maximal effect; on the % scale 0 is the no-effect control and ±100 the full control effect; nearly all actives have a fitted effect of over 65% in size
# Target sequence (O89049 whole entry, looked up): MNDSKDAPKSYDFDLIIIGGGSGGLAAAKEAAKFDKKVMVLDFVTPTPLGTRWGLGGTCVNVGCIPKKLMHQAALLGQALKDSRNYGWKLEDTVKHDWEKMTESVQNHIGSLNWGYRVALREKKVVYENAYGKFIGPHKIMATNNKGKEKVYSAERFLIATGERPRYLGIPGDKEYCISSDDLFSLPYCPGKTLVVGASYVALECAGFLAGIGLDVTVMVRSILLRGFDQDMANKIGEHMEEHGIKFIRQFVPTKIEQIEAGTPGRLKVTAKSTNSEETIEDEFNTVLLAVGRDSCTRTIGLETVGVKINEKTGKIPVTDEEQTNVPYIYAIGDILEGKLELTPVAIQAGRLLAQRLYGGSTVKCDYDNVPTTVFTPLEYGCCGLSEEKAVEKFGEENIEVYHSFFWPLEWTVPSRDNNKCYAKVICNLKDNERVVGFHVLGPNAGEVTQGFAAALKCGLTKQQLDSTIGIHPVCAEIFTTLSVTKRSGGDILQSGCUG
#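 Rat TrxR1 (90 nM in the dispensed reagent) was pre-reduced with 400 uM NADPH for 5 min at room temperature, then incubated with compound for 15 min. After 400 uM selenite was added, NADPH fluorescence (Ex 340/Em 450 nm) was followed for 8 min.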
# TrxR1 substrate = rat thioredoxin reductase 1 substrate activity | purified TrxR1 substrate turnover, NADPH consumption readout | AID 588456 | hit rate 0.01% among 390,000 | Potency, µM (top dose mostly 114 µM), for inactives: at the highest dose activity change, negative = substrate turnover; further: potency means the concentration at half of the fitted maximal effect; on the % scale 0 is the no-effect control and ±100 the full control effect; nearly all actives have a fitted effect of over 50% in size
#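 Rat TrxR1, dispensed at 90 nM, was prereduced with 400 uM NADPH (final) for 5 min at ~22 deg C, then incubated with compound 15 min before 400 uM selenite. A first-read NADPH fluorescence drop versus no-compound background flagged substrates.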
# D2 ag = D2 dopamine receptor (human) agonism. hit rate 0.53% among 340,000. HEK293 T-REx D2 cells, calcium flux agonist mode. activation, % at 2 µM. P14416;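 active means activation over 3 SD above normal in the single-dose calcium agonist read, cut at about 30% in these data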; further: 0% is about no effect
#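 Tetracycline-induced HEK293 T-REx cells with force-coupled D2 receptor, plated overnight at 30 C, loaded with no-wash calcium dye. After a 10 s baseline, compound was pin-added and calcium flux read kinetically for 180 s; calcium rises flagged agonists.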
# The depositor's hits bear a star; ? = inconclusive; · = no result given; [ ] = dose if it differs, or a comment. Unless noted, the call rests on the fitted dose curve; in most records, active means well fitted inhibition curve with a large enough effect; inconclusive means small, poorly fitted or top-dose-only effect; inactive means no such curve, though single readings can be large or run the other way.
SMILES,TRHR PAM,USP1-UAF1 inh,D2 antagonist,IDH1 R132H inh,TRHR ag,PI4K2A block,rTrxR1 inhibitor,TrxR1 substrate,D2 ag
CCc1cc2c(C)ccc(C)c2nc1SCC(=O)Nc1c(C)[nH]c(=O)[nH]c1=O,-4,-19%,12,3%,0.3,5,15%,-1%,-0.9
CC1CCCC(C)N1CCCNC(=O)CCn1c(=O)c2cccn2c2cccnc21 (stereo unspecified),25,-19%,·,-2%,0.8,-2,10%,7%,·
CCOC(=O)C(=CNNc1cccc(Cl)c1)C(=O)OCC,-4,0%,20,3%,0.1,8,-9%[57.1 µM],-1%[57.1 µM],1.7
Cc1ccc(NC(=S)NC(=O)c2ccc(Br)o2)c(C)c1,3,-25%,-2,11%,1.3,1,7%,4%,1.7
CCC(=O)N/C(=N/c1nc(C)cc(C)n1)Nc1cccc(OC)c1,2,9%,9,3%,-1.1,3,20%,7%,-1.7
COc1ccc(-c2cc(-c3ccccc3)c(C#N)c(SCC(=O)O)n2)cc1,·,-5%,·,-8%,·,-4,22%[11.4 µM],114%,·
CCOc1ccc(OCC(=O)OCC(=O)N2CCN(C(=O)c3ccco3)CC2)cc1,-6,-6%,-21,8%,-0.2,-8,9%,8%,-0.1
CCOc1ccc(CCNc2ccc3nnc(-c4ccccc4)n3n2)cc1OCC,-6,?,18,-2%,-0.4,2,13%,3%,-1.4
O=C1c2ccccc2-c2onc3c(Br)cc(NC4CCCCC4)c1c23,0,?,·,-11%,6.4,1,-9%,-3%,6.1
CS(=O)(=O)c1ccc(C(=O)OCC(=O)NCc2cccs2)cc1[N+](=O)[O-],·,-9%,·,-13%,·,-7,1.8µM*,10%[57.1 µM],·
Fc1cccc(/C=N/Nc2cc(N3CCOCC3)ncn2)c1,-2,-17%,1,4%,-0.9,-1,10%[57.1 µM],-1%[57.1 µM],-1.4
Cc1ccc(OCC(=O)Nc2ccccc2F)cc1,·,-22%,·,5%,·,-7,-11%[57.1 µM],-1%[57.1 µM],·
Cc1cccc(-c2noc(-c3ccccc3OCC(=O)Nc3ccc([N+](=O)[O-])cc3)n2)c1,2,-6%,·,1%,-0.5,-8,11%,-7%,-1.3
NC(=O)c1cn(-c2ccccc2)nc1-c1cc2ccccc2oc1=O,3,-9%,15,-1%,-0.6,-3,15%,7%,0.4
CN(C)c1nc(OCCOC(=O)c2ccccc2)nc(N(C)C)n1,-1,-28%,4,3%,1.7,5,22%,5%,-1.5
CCOC(=O)c1c(C2CC2)csc1NC(=O)COC(=O)c1cnc(Cl)c(Cl)c1,-3,-6%,5,5%,0.9,5,-7%,-6%,0.2
CCc1ccccc1NC(=O)N(C)CCc1c(C)nn(C)c1C,28,-21%,·,5%,-1.6,-1,5%,0%,-1.1
Cc1sc2nc(CN3CCOCC3)nc(N3CCOCC3)c2c1C,3,-8%,-10,1%,-0.3,-10,-2%,-3%,0.6
O=C(NCC1(c2ccccc2)CCOCC1)c1ccc(Br)o1,-5,-15%,12,4%,0.0,-5,10%,9%[57.1 µM],-0.1
CCC(C)C(=O)Nc1ccc(OC)cc1OC (stereo unspecified),-1,-6%,-4,5%,-0.3,11,7%,3%,-0.5
Cc1cc2oc(C(=O)Nc3cccnc3)c(C)c2cc1C,-5,-25%,25,-8%,-0.2,-2,18%,5%,-1.6
CC(=O)c1sc2c(c1C)c(=O)n(-c1ccc(Cl)cc1)c(=O)n2Cc1cc(=O)n2cc(Cl)ccc2n1,1,0%,·,-12%,-0.3,-6,5%,5%,0.5
O=C(CCC(=O)Nc1ccccc1)NNC(=O)c1ccccc1Cl,-10,-23%,2,-5%,1.1,1,15%,3%,1.8
CCN(C(=O)Cn1ncc2c(=O)oc3ccc(C)cc3c21)c1cc(OC)ccc1OC,-8,-13%,·,2%,-1.9,-3,-6%,-8%,-1.0
Cc1ccc(NC(=O)CN2C(=O)C(C)Oc3ccccc32)nc1 (stereo unspecified),-15,-15%,0,-1%,0.4,-2,14%,4%,0.2

# Among those listed so far, these contain an aryl thioether with sulfur outside any ring:
SMILES,TRHR PAM,USP1-UAF1 inh,D2 antagonist,IDH1 R132H inh,TRHR ag,PI4K2A block,rTrxR1 inhibitor,TrxR1 substrate,D2 ag
CCc1cc2c(C)ccc(C)c2nc1SCC(=O)Nc1c(C)[nH]c(=O)[nH]c1=O,-4,-19%,12,3%,0.3,5,15%,-1%,-0.9
COc1ccc(-c2cc(-c3ccccc3)c(C#N)c(SCC(=O)O)n2)cc1,·,-5%,·,-8%,·,-4,22%[11.4 µM],114%,·

# Full records as entered above. Values in the order: TRHR PAM	USP1-UAF1 inh	D2 antagonist	IDH1 R132H inh	TRHR ag	PI4K2A block	rTrxR1 inhibitor	TrxR1 substrate	D2 ag
# CCOc1ccc(CCNc2ccc3nnc(-c4ccccc4)n3n2)cc1OCC in the list: -6	?	18	-2%	-0.4	2	13%	3%	-1.4
# CCC(=O)N/C(=N/c1nc(C)cc(C)n1)Nc1cccc(OC)c1 in the list: 2	9%	9	3%	-1.1	3	20%	7%	-1.7

# The list continues.
SMILES,TRHR PAM,USP1-UAF1 inh,D2 antagonist,IDH1 R132H inh,TRHR ag,PI4K2A block,rTrxR1 inhibitor,TrxR1 substrate,D2 ag
COc1cc(OC)c(NC(=O)CCNC(=O)Cn2ccc3ccccc3c2=O)cc1Cl,·,-10%,·,4%,·,1,10%,7%,·
CN1CCN(CCCNC(=O)c2ccc(/C=C3\Sc4ccccc4N(Cc4ccc(F)cc4)C3=O)cc2)CC1,4,-26%,4,1%,-0.3,-6,45%[activator],7%,-0.2
Cc1ccc(-n2nnnc2-c2cnc3cc4c(cc3c2C)OCO4)cc1,2,-15%,9,5%,-0.3,-2,-3%,0%,0.0
S=C(NC1CCCCC1)N1CCn2cccc2C1c1ccncc1 (stereo unspecified),-1,-1%,·,-3%,-1.4,3,2%[57.1 µM],-10%[57.1 µM],·
CCn1nc(C(=O)OCC(=O)c2ccc3c(c2)OCCO3)c2ccccc2c1=O,-4,-15%,9,5%,-1.9,-2,13%,-2%,0.7
COc1ccc(C(=O)NCc2ccccc2CN2CCCC2)cc1S(=O)(=O)N1CCOCC1,4,-21%,45*,-3%,0.3,0,11%[57.1 µM],6%[57.1 µM],0.3
CCN1CCN(c2cc(C)c3cc(NC(=O)c4cnccn4)ccc3n2)CC1,-1,1%,1,-10%,-0.2,10,-6%,-6%,-0.7
COc1ccc(C(=O)Cn2c(N3CCOCC3)nc3ccccc32)cc1OC,8,·,0,·,-0.6,·,·,·,0.3
COc1ccc(/C(C)=N/N2C(=O)c3ccccc3NC2c2ccc(O)c(OC)c2)cc1 (stereo unspecified),1,-11%,-2,15%,-0.3,-24,-12%[57.1 µM],-3%[57.1 µM],-0.1
Cc1ccccc1C(=O)Nc1sc2c(c1C(=O)O)CCC(C(C)(C)C)C2 (stereo unspecified),1,-13%,·,2%,-0.5,-4,-10%,-8%,-1.4
O=C(NCc1cccnc1)c1cc(-c2ccco2)on1,2,5%,13,2%,-1.0,-7,?,8%,0.2
COC(=O)c1ccc(NC(=O)CCN2CCN(Cc3ccccc3)CC2)cc1,2,-3%,-6,4%,0.1,2,12%,8%,0.2
COc1ccc(S(=O)(=O)Nc2ccc(F)c(Cl)c2)cc1OC,5,-12%,15,10%,-1.3,0,-6%,-11%,-1.0
CN(CC(=O)N1CCc2[nH]c3ccc(F)cc3c2C1)CC1OCCO1,0,-5%,-14,3%,0.2,0,-6%,-8%,-0.4
COc1ccc(/C=N/Nc2nc(C)nc(N)n2)cc1,-1,-13%,7,4%,0.2,0,10%[57.1 µM],10%[57.1 µM],0.6
c1cc(CN2CCN(C3CCCCCC3)CC2)ccn1,-8,-21%,9,-2%,0.1,-1,27%,7%,-5.1
COc1cccc(N=Nc2c(N)[nH]n3c(=O)c4c(nc23)CCCC4)c1,1,-10%,-18,-1%,-1.7,6,18%[57.1 µM],-3%[57.1 µM],0.7
O=C(CN(C(=O)CNC(=O)c1ccco1)c1ccc2c(c1)OCO2)NC1CCCCC1,-10,-12%,15,15%,-0.6,3,5%,4%,0.3
Cc1nn(C2CCS(=O)(=O)C2)c(C)c1CN(C)C(=O)c1ccc(S(=O)(=O)N(C)C)cc1 (stereo unspecified),·,-18%,·,5%,·,-2,11%,5%,·

# Structural class: those above with a Cl atom.
SMILES,TRHR PAM,USP1-UAF1 inh,D2 antagonist,IDH1 R132H inh,TRHR ag,PI4K2A block,rTrxR1 inhibitor,TrxR1 substrate,D2 ag
CCOC(=O)C(=CNNc1cccc(Cl)c1)C(=O)OCC,-4,0%,20,3%,0.1,8,-9%[57.1 µM],-1%[57.1 µM],1.7
CCOC(=O)c1c(C2CC2)csc1NC(=O)COC(=O)c1cnc(Cl)c(Cl)c1,-3,-6%,5,5%,0.9,5,-7%,-6%,0.2
CC(=O)c1sc2c(c1C)c(=O)n(-c1ccc(Cl)cc1)c(=O)n2Cc1cc(=O)n2cc(Cl)ccc2n1,1,0%,·,-12%,-0.3,-6,5%,5%,0.5
O=C(CCC(=O)Nc1ccccc1)NNC(=O)c1ccccc1Cl,-10,-23%,2,-5%,1.1,1,15%,3%,1.8
COc1cc(OC)c(NC(=O)CCNC(=O)Cn2ccc3ccccc3c2=O)cc1Cl,·,-10%,·,4%,·,1,10%,7%,·
COc1ccc(S(=O)(=O)Nc2ccc(F)c(Cl)c2)cc1OC,5,-12%,15,10%,-1.3,0,-6%,-11%,-1.0

# Compound activity as filed in PubChem BioAssay.
